Vif imaging – HIV Vif self-association inhibitors, primary screen, imaging, HEK293T, single point | inhibition, % at 7.49 µM | HEK293T cells, Vif self-association by quenched fluorescence, 24 h | AID 602346, 2012 | 340,000 tested, 0.35% active; in the data active means inhibition above about 50%, passing the limit was not always enough; further: some results filed as inactive read as strong as hits
iPSC survival up – enhancers of single-cell hiPSC survival, primary screen, ATPlite luminescence. 100% = ROCK inhibitor wells, 0% = DMSO. survival enhancement, % at 20 µM. 360,000 tested, 0.044% active. AID 602274, 2012; in the data active means survival enhancement above about 18%;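 further: cells exposed to compounds for 16 hours before the ATP read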
PDI inh – inhibitors of human PDI, primary screen, biochemical, turbidity, single point, plate reader | inhibition, % at 10 µM | PDI insulin aggregation turbidity, A650, 90 min | AID 588391, 2011 | 350,000 tested, 0.052% active;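 active means mean inhibition across replicates of 30% or more, whatever share of single replicates reach that level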;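 further: absorbance from insulin aggregation driven by PDI reduction with DTT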
Target sequence (P07237 whole entry, looked up): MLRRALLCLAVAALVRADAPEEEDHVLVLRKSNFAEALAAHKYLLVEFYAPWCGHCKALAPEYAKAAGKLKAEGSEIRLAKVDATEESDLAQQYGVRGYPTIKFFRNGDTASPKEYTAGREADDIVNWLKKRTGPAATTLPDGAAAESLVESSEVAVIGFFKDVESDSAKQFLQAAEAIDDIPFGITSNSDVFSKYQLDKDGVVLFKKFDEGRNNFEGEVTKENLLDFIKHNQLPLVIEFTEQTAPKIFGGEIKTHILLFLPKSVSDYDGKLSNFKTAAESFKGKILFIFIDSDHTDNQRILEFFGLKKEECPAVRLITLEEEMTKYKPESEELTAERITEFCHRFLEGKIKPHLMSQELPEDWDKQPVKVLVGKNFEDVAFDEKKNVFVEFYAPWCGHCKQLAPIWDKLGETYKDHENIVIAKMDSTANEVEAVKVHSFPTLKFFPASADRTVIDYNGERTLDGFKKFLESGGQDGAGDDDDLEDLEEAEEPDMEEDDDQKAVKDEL
HIF-2a inh – HIF-2a reporter inhibitors, primary screen, luminescence, 786-0 RCC cells; 786-0 RCC cells HIF-2a reporter, luciferase luminescence, overnight; inhibition, % at 18.8 µM; 360,000 tested, 0.72% active; AID 624352, 2012;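 active means inhibition of the luminescence signal of 40% or more relative to plate controls, in a single-dose primary screen at 18.75 µM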
TRPM1 prom inh – inhibitors of MITF-dependent TRPM1 promoter reporter, primary screen, cell-based, SK-MEL-5, single point, luciferase. SK-MEL-5 TRPM1 promoter luciferase, 24 h. inhibition, % at 12.5 µM. 330,000 tested, 0.83% active;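 active means mean inhibition across replicates of 60% or more, whatever share of single replicates reaches that level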; further: values of inactives mirror those of a sister screen read the other way
NR2E3 ag-1 – NR2E3 agonists in two-hybrid cells, primary screen, cell-based, luminescence, CHO-S, Gal4-NCOR/VP16-NR2E3; 360,000 tested, 0.35% active; AID 602229, 2012; luciferase; Photoreceptor-specific nuclear receptor (Homo sapiens), Q9Y5X4; inhibition of corepressor binding, % at 3.98 µM;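 active means inhibition above the mean of all tested compounds plus 3 SD, cut at about 70% in these data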;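 further: 0% = DMSO with NR2E3 transfected cells and 100% = cells lacking NR2E3 construct; higher means lower luciferase signal from less NR2E3 corepressor binding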
Target sequence (Q9Y5X4 whole entry, looked up, the tested form may be a part): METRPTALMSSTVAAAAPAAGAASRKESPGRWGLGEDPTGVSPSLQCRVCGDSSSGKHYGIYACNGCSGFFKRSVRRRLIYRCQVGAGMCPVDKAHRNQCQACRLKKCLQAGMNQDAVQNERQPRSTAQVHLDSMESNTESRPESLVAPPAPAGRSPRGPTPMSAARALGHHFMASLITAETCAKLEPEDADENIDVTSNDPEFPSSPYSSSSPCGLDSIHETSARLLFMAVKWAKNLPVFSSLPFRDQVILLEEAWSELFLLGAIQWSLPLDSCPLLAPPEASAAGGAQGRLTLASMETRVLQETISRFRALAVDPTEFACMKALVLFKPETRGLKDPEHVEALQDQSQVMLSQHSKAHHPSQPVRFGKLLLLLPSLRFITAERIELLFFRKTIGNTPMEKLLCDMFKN
CaV13 FRET inh – Primary screen for inhibitors of IQ motif and Ca2+-dependent inactivation inhibitor domain binding in CACNA1D, Förster resonance energy transfer in living cells, …; HEK cells, CFP/YFP FRET ICDI-IQ, plate reader, 10 min; percent FRET-ratio fall versus neutral wells; inhibition, % at 12.3 µM; 340,000 tested, 0.098% active;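 active means mean replicate inhibition of at least 30% and at least 1% of replicates passing that level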;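 further: 0% = median of the neutral control wells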
Peg3 prom inh – Peg3 promoter-driven luciferase inhibitors, primary screen, cell-based, HeLa, luciferase luminescence; 360,000 tested, 1.7% active; HeLa PEG-Prom luciferase reporter, overnight; AID 588405, 2011; inhibition, % at 20 µM;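 active means inhibition of at least 50% at 20 µM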
Granule exo inh – LAMP-1 surface exposure blockers, TALL-104 cells – cell-based, flow cytometry, MLPCN library, primary screen; TALL-104 LAMP-1 surface exposure; cells stimulated with thapsigargin and PMA; inhibition, % at 10 µM; 360,000 tested, 0.66% active; AID 651702, 2012;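 active means inhibition above about 55%, limit read from the data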
NR2E3 ag-2 – inhibitors of NR2E3-RetCOR corepressor binding, primary screen, NR2E3 agonist project, biochemical, TR-FRET, GST-NR2E3, biotin-RetCOR; Photoreceptor-specific nuclear receptor (Homo sapiens), Q9Y5X4; 1536-well; AID 2300, 2010; 320,000 tested, 0.12% active; inhibition of corepressor binding, % at 4.78 µM;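 active means percent inhibition above the cutoff of mean plus 3 SD of all tested compounds, set per screening campaign, cut at about 20% in these data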;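 further: 0% = DMSO wells and 100% = biotin wells as full block of FRET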
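Material – GST-tagged NR2E3 plus biotinylated RetCOR corepressor · Quantity – NR2E3 fusion 1.35 nM · Times – 5 h incubation at 4 °C · Medium – pH 7.5 Tris-based buffer · Technique – TR-FRET, Eu(K)-anti-GST donor, streptavidin-D2 acceptor, ex 340, em 617/671 nm · Benchmarks – high control biotin, low control 0.6% DMSO · Format – 1536-well plates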
aDG glyco up – activators of alpha-DG glycosylation, primary screen, uHTS, Pro5-aDG cells, AlphaScreen; alpha-DG glycosylation AlphaScreen (IIH6); 0% Pro5, 100% B10-LARGE cell signal; activation, % at 10 µM; 360,000 tested, 0.22% active;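 active means activation of at least 8% versus controls, or a plate z-score of at least 8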;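 further: Pro5 are CHO cells carrying HIG-tagged alpha-DG that lacks glycosylation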
* hit, by the source's call; nt = not tested or not shown.

SMILES	Vif imaging	iPSC survival up	PDI inh	HIF-2a inh	TRPM1 prom inh	NR2E3 ag-1	CaV13 FRET inh	Peg3 prom inh	Granule exo inh	NR2E3 ag-2	aDG glyco up
COc1ccccc1N1CCN(CC(O)COc2ccc(C)cc2C)CC1 (stereo unspecified)	30	-0.5	-2	14	-11	-4	-4	20	-2	2	0.0
Cc1nnc(-c2ccc(Cl)cc2)[nH]c1=O	13	1.4	8	16	-6	11	-4	-8	18	0	-0.2
CCCCCCOc1ccc(N2C(=O)CC(NCc3ccc(S(N)(=O)=O)cc3)C2=O)cc1 (stereo unspecified)	-1	-0.3	5	12	-2	6	-6	5	-3	2	0.0
COc1ccc(C(=O)CC(=O)C(=O)Nc2ccccc2OC)cc1	0	-0.3	0	10	17	0	-14	6	-8	-4	0.3
COC(=O)CSc1nnc(-c2sc3cc(OC)ccc3c2Cl)n1C	-5	0.5	4	22	-3	-8	-1	9	5	6	-0.1
Cc1ccc(S(=O)(=O)N(Cc2cccc(F)c2)C(=O)N2CCN(C)CC2)cc1	-16	0.9	23	4	2	12	-6	-9	0	4	-0.1
Cc1cccc(NCc2cc(Cl)cc(Cl)c2O)n1	5	1.0	4	-10	3	-31	-6	8	-10	1	0.0
CN(C)c1ccc(NC(=O)c2sc(SCC(=O)Nc3ccc(Br)cc3)nc2N)cc1	5	-1.1	17	-43	-14	1	nt	-21	1	-3	-0.1
O=C(CNS(=O)(=O)c1ccc(Br)s1)N1CCN(C(=O)c2ccco2)CC1	-10	2.7	1	7	-11	12	nt	9	-1	3	-0.3
CSc1ccc(S(=O)(=O)Nc2ccc(S(=O)(=O)Nc3ccc(C)cc3)cc2)cc1	-11	-1.9	-3	0	-12	-14	-9	8	1	0	0.1
Cc1ccc(-c2cc(C(=O)N3CCN(c4ccccc4O)CC3)c3ccccc3n2)o1	nt	-0.4	1	-134	-88	-84	-5	-130	2	-4	-0.6
NC(=O)CSc1nnc(CNc2ccc(F)cc2)n1CC1CCCO1 (stereo unspecified)	3	1.7	-15	3	-5	-9	-5	-1	1	3	-0.2
NC(=O)c1nnsc1-c1ccc(-c2snnc2C(N)=O)cc1	-1	-0.5	17	1	-8	-24	-20	5	8	-2	0.1
O=C(CSc1nc(CCC2CCCC2)nc2ccccc12)NCc1ccc2c(c1)OCO2	-6	2.5	3	30	4	-11	-14	15	-1	6	-0.3
O=C(CCCN1C(=O)c2ccccc2C1=O)NCCc1ccc(OC(F)F)cc1	16	-0.5	-6	5	2	-25	-2	-3	-5	4	-0.1
O=C(O)CC(NS(=O)(=O)Cc1ccccc1)c1cccc([N+](=O)[O-])c1 (stereo unspecified)	-10	-0.4	3	3	-1	2	-4	4	-3	nt	0.0
Cn1c(SCc2ccccn2)nnc1-c1ccccc1	2	-0.8	0	-71	3	-24	-2	-46	-4	1	-0.2
N#CC1=C(S)N(c2ccccc2)C(c2cccs2)NC1=O (stereo unspecified)	5	-1.5	8	1	13	15	-6	11	23	-2	-0.1
COc1ccc(NC(=S)NCCc2c[nH]c3ccccc23)c(OC)c1	13	-2.4	12	-5	-13	-6	-17	1	-2	0	-0.2
O=C(CNC(=O)c1nn(Cc2ccccc2)c(=O)c2ccccc12)Nc1ccc(F)c(F)c1F	6	3.9	10	-8	4	-41	-6	2	1	nt	0.3
Cc1ccc(C)c(OCC(O)CN2CCC(Cc3ccccc3)CC2)c1 (stereo unspecified)	-4	-0.3	5	3	1	-4	-15	33	7	0	0.2
CSc1nc(C)c2c(n1)N(c1ccc(C(C)C)cc1)CC2	5	15	-2	-33	-12	16	-6	0	3	4	0.3
BrC(/C=C\c1ccccc1)=N/Nc1nc(N2CCOCC2)nc(N2CCOCC2)n1	-6	-1.6	6	15	-8	2	-4	27	-8	-3	-0.5
COc1ccccc1NC(=O)COC(=O)c1ccc2c(=O)n3c(nc2c1)CCC3	nt	-0.5	-3	11	nt	-27	-11	28	2	nt	0.0
C[C@H](NC(=O)c1ccccc1)C(=O)OCC(=O)Nc1sccc1C(N)=O	-3	0.0	1	5	-4	-32	-5	5	-3	nt	0.0

The results go on.
SMILES	Vif imaging	iPSC survival up	PDI inh	HIF-2a inh	TRPM1 prom inh	NR2E3 ag-1	CaV13 FRET inh	Peg3 prom inh	Granule exo inh	NR2E3 ag-2	aDG glyco up
CC(=O)c1cccc(NC(=S)NCCCCc2ccccc2)c1	-8	0.9	11	-18	1	9	-3	6	-3	0	0.2
Cc1ccccc1N(CC(=O)NC1CCCC1)C(=O)C1(C)CC(=O)N=C2C=CC(Cl)=CN21 (stereo unspecified)	3	-0.5	-18	-1	nt	-12	-3	-3	2	4	0.1
COc1ccccc1N1C(=O)CC(Sc2n[nH]c(-c3cccc(C)c3)n2)C1=O (stereo unspecified)	9	2.6	9	-16	-18	-23	-6	-3	59*	0	0.2
COC(=O)[C@]12CCCCC=C1N(Cc1cccc3ccccc13)C(=O)[C@H](CC(=O)N1CCC(c3ccccc3)CC1)C2	nt	0.1	nt	5	nt	0	-11	nt	0	nt	-0.2
COc1ccccc1NC(=S)N1CCN(c2cccc(C)c2C)CC1	1	-0.3	-5	3	3	-23	-2	15	-3	3	0.2
CCc1ccccc1NC(=O)c1ccccc1N1C(=O)C2C3C=CC(C3)C2C1=O (stereo unspecified)	13	-0.5	4	20	2	-7	-7	21	-1	3	-0.3
COc1ccccc1S(=O)(=O)N(C)C[C@@H]1Oc2ncc(-c3ccc(C)cc3)cc2C(=O)N([C@H](C)CO)C[C@@H]1C	5	1.9	3	-1	nt	16	-9	3	1	nt	0.0
O=C(NC1CCOCC1)C1CCC(=O)N(Cc2cccc(C(F)(F)F)c2)C1 (stereo unspecified)	3	-0.5	-8	1	-6	-20	-7	-1	-7	3	0.0
C=CCOc1ccc(CNc2ccc3[nH]c(=O)[nH]c3c2)cc1OC	14	-0.9	-2	-11	-13	18	-19	-13	-2	nt	-0.2
COc1ccc(-c2cccc(C(=O)Nc3ccc(OC)c(OC)c3)c2)cc1	0	1.1	26	-3	-3	-48	0	9	-3	2	-0.1
O=C(O)c1ccc2c(c1)S(=O)(=O)c1cc(N3CCN(c4ncccn4)CC3)ccc1C2=O	0	-1.5	-2	-41	nt	-60	-7	-45	16	nt	-0.2
C[C@@H]1CN([C@H](C)CO)C(=O)CCCn2nncc2CO[C@H]1CN(C)C(=O)Cc1ccccc1	-2	-1.1	-3	2	nt	-22	-6	4	11	nt	-0.1
CCOC(=O)C1CCN(C(C)=C2C(=O)c3ccccc3C2=O)CC1	-9	3.5	3	6	19	-8	nt	1	6	-2	0.0
Cc1cc(C)c(S(=O)(=O)Nc2cc(C)on2)c(C)c1	3	0.1	-5	-7	1	-25	-5	5	4	4	-0.3
COc1cc(-c2c(NC(=O)c3ccco3)oc3ccc(Cl)cc3c2=O)cc(OC)c1OC	-4	2.6	11	1	nt	-29	-11	8	0	nt	-0.4
O=C(O)c1cccc(NC(=O)c2ccccc2NC(=O)c2ccco2)c1	-6	-1.6	nt	9	-14	-11	nt	2	2	3	0.2
CCC(C)N(C(=O)COC(=O)Cc1n[nH]c(=O)c2ccccc12)C1CCS(=O)(=O)C1 (stereo unspecified)	-3	7.2	-3	18	7	11	-6	6	1	1	0.5
O=C(N/C(=C/c1ccccc1)C(=O)N1CCCCCC1)c1ccccc1	-1	3.9	2	12	8	-17	13	11	-4	3	-0.6
CCN(CC)S(=O)(=O)c1ccc(-c2cc(C(=O)OC)sc2C(F)(F)F)cc1	1	-0.5	-7	2	nt	3	-18	15	-14	0	0.5
CCC1Nc2ncnc(N3CCOCC3)c2N(Cc2ccc(C)cc2)C1=O (stereo unspecified)	-1	5.2	2	11	-9	11	-10	-2	0	0	-0.2
Cc1c(-c2ncn[nH]2)sc(C#N)c1-c1ccccc1	16	0.9	-9	-32	0	-44	-4	17	0	4	-0.3
CSc1ccccc1C(=O)OCC(=O)Nc1ccc(N2CCOCC2)cc1	0	2.2	-1	-40	-10	4	-6	-14	-1	nt	-0.3
CC(O)CNCCCOc1ccccc1OCc1ccccc1 (stereo unspecified)	3	-0.6	-3	10	-3	-26	-3	-8	12	-3	0.7
Clc1cccc(OCCCCCN2CCOCC2)c1	12	0.2	-1	-35	-24	-32	-5	-11	16	2	-0.1
CCOC(=O)c1ccc(S(=O)(=O)N2CCN(S(=O)(=O)CC)CC2)cc1	-7	3.4	-2	7	4	-3	-3	11	-2	2	0.6

Additional compounds.
SMILES	Vif imaging	iPSC survival up	PDI inh	HIF-2a inh	TRPM1 prom inh	NR2E3 ag-1	CaV13 FRET inh	Peg3 prom inh	Granule exo inh	NR2E3 ag-2	aDG glyco up
NC(=O)CC(NC(=O)Cc1ccc(Cl)cc1)c1ccc(NC2CCN(Cc3ccccc3)CC2)c([N+](=O)[O-])c1 (stereo unspecified)	-2	-0.5	-2	5	-11	-25	-5	7	16	2	-0.4
C[C@@H]1CN([C@@H](C)CO)C(=O)c2cc(Br)cnc2O[C@H]1CN(C)C(=O)c1cccc(F)c1	nt	-1.5	21	5	nt	10	-6	3	3	nt	0.2
CCSc1ccccc1C(=O)NC1CCCCC1	14	0.9	-3	8	-8	18	2	-5	0	-1	-0.1
C#CCN1C(=O)C(O)(CC(=O)c2cccc(OC)c2)c2ccccc21 (stereo unspecified)	-3	-0.6	-5	4	12	1	13	20	22	1	0.8
O=C(c1ccccc1F)N1CCN(c2cccc(C(F)(F)F)c2)CC1	7	-0.8	14	-22	-7	-8	-3	-29	3	2	0.0
COc1ccc(OCCOC(=O)CCS(=O)(=O)c2ccc(C)cc2)cc1	1	-0.4	-8	5	-12	-4	-18	5	1	-3	-0.2
COCCCNC(=O)CCS(=O)(=O)Cc1ccc(C)cc1	-2	-0.2	6	8	8	-17	nt	-1	-4	1	-0.1
O=C(O)C[C@@H](CNC(=O)COc1ccc2ccc(=O)oc2c1)c1ccc(Cl)cc1	11	0.6	-4	5	9	-8	-15	-4	3	-2	-0.2
O=C(NCc1ccco1)c1ccc(COc2cc(Cl)ccc2Cl)cc1	3	-0.6	4	-199	-22	-131	-18	-89	0	-1	0.5

2 compounds drawn at random from the list so far:
SMILES	Vif imaging	iPSC survival up	PDI inh	HIF-2a inh	TRPM1 prom inh	NR2E3 ag-1	CaV13 FRET inh	Peg3 prom inh	Granule exo inh	NR2E3 ag-2	aDG glyco up
CCSc1ccccc1C(=O)NC1CCCCC1	14	0.9	-3	8	-8	18	2	-5	0	-1	-0.1
NC(=O)CC(NC(=O)Cc1ccc(Cl)cc1)c1ccc(NC2CCN(Cc3ccccc3)CC2)c([N+](=O)[O-])c1 (stereo unspecified)	-2	-0.5	-2	5	-11	-25	-5	7	16	2	-0.4
